Screening results from PubChem.
Rev-RRE block: HIV Rev-RRE protein-RNA interaction inhibition | inhibition, % at 8 µM | AID 704 | 97,000 compounds, 0.79% hits | Rev peptide-RRE RNA binding, FRET;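 active = inhibition above the screen-wide mean plus 3 SD, cut at about 35% in these data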;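 also: 0% = median DMSO wells and 100% = median Neomycin B control wells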
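Assay system: Labelled RRE RNA duplex and labelled Rev peptide | Times: 5 min preincubation and 15 min binding, 25 °C | Detection: FRET, ex 480 nm, em 540 and 671 nm | Evaluation: % inhibition of FRET ratio versus controls | Benchmarks: DMSO wells as 0% and neomycin B wells as 100% inhibition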
S1P2 blocker: blocks the human S1P2 receptor. inhibition, % at 5 µM. 97,000 compounds, 0.21% hits. cell-based S1P2 antagonist assay, inhibition at 5 uM. O95136; in the data active = inhibition above about 45%;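 also: CRE beta-lactamase reporter cells expressing human S1P2 stimulated with S1P; 0% = agonist at EC80 alone and 100% = agonist plus reference antagonist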
PLK1 kinase inh: PLK1 (human) kinase inhibition | recombinant PLK1 kinase, TR-FRET peptide phosphorylation | P53350 | AID 619 | inhibition, % at 10 µM | 97,000 compounds, 0.53% hits;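 active = inhibition of 50% or more in the single-concentration screen; inactive = inhibition below 50%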;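 also: 0% = DMSO max control and 100% = H-89 dihydrochloride min control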
FAK inh: inhibitors of human focal adhesion kinase; biochemical FAK kinase activity assay; Q05397; inhibition, %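 (tested at 7 µM)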; 97,000 compounds, 0.84% hits; in the data active = inhibition above about 19%;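 also: 0% = DMSO and 100% = reference compound high control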
Target sequence (Q05397 whole entry, looked up): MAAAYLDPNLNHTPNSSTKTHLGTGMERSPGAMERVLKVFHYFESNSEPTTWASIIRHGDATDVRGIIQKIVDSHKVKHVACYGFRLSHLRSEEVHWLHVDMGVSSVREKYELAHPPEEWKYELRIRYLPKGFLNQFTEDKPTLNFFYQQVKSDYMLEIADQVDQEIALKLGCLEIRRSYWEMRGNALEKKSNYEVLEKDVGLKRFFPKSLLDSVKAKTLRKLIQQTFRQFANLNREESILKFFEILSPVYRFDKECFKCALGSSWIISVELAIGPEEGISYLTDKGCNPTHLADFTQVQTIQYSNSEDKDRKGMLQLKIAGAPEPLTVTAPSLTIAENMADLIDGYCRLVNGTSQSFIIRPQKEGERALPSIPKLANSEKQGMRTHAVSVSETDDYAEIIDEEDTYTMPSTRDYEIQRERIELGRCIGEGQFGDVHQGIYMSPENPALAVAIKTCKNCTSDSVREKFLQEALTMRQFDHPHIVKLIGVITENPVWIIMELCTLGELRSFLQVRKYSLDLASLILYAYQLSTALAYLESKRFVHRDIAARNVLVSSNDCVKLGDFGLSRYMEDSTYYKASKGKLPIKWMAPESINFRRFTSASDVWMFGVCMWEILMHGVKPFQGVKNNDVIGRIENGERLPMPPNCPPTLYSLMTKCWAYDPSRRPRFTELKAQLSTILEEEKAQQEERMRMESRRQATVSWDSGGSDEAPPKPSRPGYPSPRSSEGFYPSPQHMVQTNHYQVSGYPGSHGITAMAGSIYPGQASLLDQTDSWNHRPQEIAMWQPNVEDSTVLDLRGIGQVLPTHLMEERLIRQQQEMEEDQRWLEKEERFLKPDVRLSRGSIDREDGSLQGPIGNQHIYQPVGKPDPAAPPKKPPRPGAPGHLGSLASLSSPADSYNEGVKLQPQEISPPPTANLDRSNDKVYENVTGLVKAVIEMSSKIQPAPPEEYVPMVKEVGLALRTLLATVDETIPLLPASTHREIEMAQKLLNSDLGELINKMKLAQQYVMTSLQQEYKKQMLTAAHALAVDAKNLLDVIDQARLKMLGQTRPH
EphB4 antag: EphB4-ephrin-B2 interaction antagonism. P54760. EphB4 LBD / TNYL-RAW-Alexa532 peptide, fluorescence polarization. inhibition, % at 7 µM. 97,000 compounds, 0.15% hits;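 active = inhibition above the screen-wide mean inhibition plus 3 SD, cut at about 15% in these data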;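 also: 0% = DMSO wells and 100% = excess unlabeled TNYL-RAW peptide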
S1P2 ag: S1P2 (human) receptor agonism | AID 729 | 97,000 compounds, 0.46% hits | activation, % at 4.5 µM | O95136 | S1P2-expressing cell line, agonist reporter read-out; in the data active = activation above about 16%;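 also: 0% = vehicle low control and 100% = maximal reference agonist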
PLAP activator: activators of human placental alkaline phosphatase. AID 696. activation fold at 20 µM. P05187. 96,000 compounds, 1.2% hits. purified PLAP enzyme, luminescent substrate read-out; hits give high values; in the data active = activation fold above about 2
Plk1 PBD FP: Plk1 (human) PBD binding inhibition | 97,000 compounds, 0.13% hits | inhibition, %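 (tested at about 20 µM)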 | Plk1 PBD phosphopeptide binding, fluorescence polarization; in the data active = inhibition above about 34%, passing the limit was not always enough
MT1-MMP txn act: MT1-MMP promoter transcription activation; HT1080 MT1-MMP promoter luciferase reporter, luminescence, overnight; hits give high values; activation factor at 10 µM; 86,000 compounds, 0.16% hits; AID 750;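 active = activation factor of at least 2 for MT1-MMP transcription at 10 µM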
An asterisk follows results filed as active.

`Cc1cccc(OC(C)C(=O)N(Cc2cccs2)C2CCS(=O)(=O)C2)c1C` (stereo unspecified) gave Rev-RRE block 9, S1P2 blocker 2, PLK1 kinase inh -13, FAK inh 0, EphB4 antag 0, S1P2 ag -1, PLAP activator 1.7, Plk1 PBD FP -17 and MT1-MMP txn act 1.
For COc1ccc(NC2=NC(=S)N(c3cccc(C)c3)C23CCCCC3)cc1 the results were Rev-RRE block -1, S1P2 blocker -11, PLK1 kinase inh -12, FAK inh 3, EphB4 antag -1, S1P2 ag 1, PLAP activator 0.8 and Plk1 PBD FP -2.
`CCOC(=O)C1CCN(c2ncnc3c2[nH]c2cccc(OC)c23)CC1` gave Rev-RRE block 2, S1P2 blocker -1, PLK1 kinase inh -12, FAK inh 4, EphB4 antag 0, S1P2 ag 2, PLAP activator 1.1, Plk1 PBD FP 5 and MT1-MMP txn act 1.1.
Screening Cc1cc(NC(=O)COC(=O)C(Cc2ccccc2)NC(=O)c2ccco2)no1 (stereo unspecified) returned Rev-RRE block -4, S1P2 blocker -10, PLK1 kinase inh -9, FAK inh 0, EphB4 antag -6, S1P2 ag 1, PLAP activator 0.7, Plk1 PBD FP 0 and MT1-MMP txn act 1.1.
Screening Cc1ccccc1Cn1c2ccccc2c2cn[nH]c(=O)c21 returned Rev-RRE block 13, S1P2 blocker 8, PLK1 kinase inh 32, FAK inh 20*, EphB4 antag 8, S1P2 ag -6, PLAP activator 1, Plk1 PBD FP 10 and MT1-MMP txn act 1.
For Cc1ccc(N=CC2=C(O)CC(c3ccco3)CC2=O)cc1 (stereo unspecified) the results were Rev-RRE block 4, S1P2 blocker 1, PLK1 kinase inh -12, FAK inh -1, EphB4 antag 1, S1P2 ag -8, PLAP activator 0.8, Plk1 PBD FP 15 and MT1-MMP txn act 1.2.
For COC(=O)Cc1[nH]nc2c1C1(CCSCC1)C(C#N)=C(N)O2 the results were Rev-RRE block 10, S1P2 blocker -3, PLK1 kinase inh 13, FAK inh 1, EphB4 antag -5, S1P2 ag -6, PLAP activator 1, Plk1 PBD FP 15 and MT1-MMP txn act 1.1.
Screening Oc1c(C(c2cccs2)N2CCN(c3ccccc3)CC2)sc2ncnn12 (stereo unspecified) returned Rev-RRE block 7, S1P2 blocker -6, PLK1 kinase inh -13, FAK inh 0, EphB4 antag -4, S1P2 ag -7, Plk1 PBD FP 17 and MT1-MMP txn act 1.1.
Screening O=S(=O)(NCC1CCCO1)c1ccc(Cl)c(C(F)(F)F)c1 (stereo unspecified) returned Rev-RRE block 4, S1P2 blocker -7, PLK1 kinase inh -9, FAK inh -1, EphB4 antag -4, S1P2 ag -1, PLAP activator 1, Plk1 PBD FP -17 and MT1-MMP txn act 1.
For CC(C)Cn1c(N2CCN(C(=O)c3cccs3)CC2)nc2ccccc21 the results were Rev-RRE block 6, S1P2 blocker 2, PLK1 kinase inh -7, FAK inh 1, EphB4 antag 4, S1P2 ag -4, PLAP activator 1.2, Plk1 PBD FP 24 and MT1-MMP txn act 1.2.
CC(C)C(=O)N1CCN(c2ccc(NC(=O)c3ccc4c(c3)OCCO4)cc2Cl)CC1 was read as Rev-RRE block 8, S1P2 blocker 10, PLK1 kinase inh 12, FAK inh -1, EphB4 antag 8, S1P2 ag -5, PLAP activator 1, Plk1 PBD FP 0 and MT1-MMP txn act 1.2.
CCOc1ccccc1Nc1nc(-c2sc(NC(=O)c3ccc([N+](=O)[O-])cc3)nc2C)cs1 was read as Rev-RRE block 1, S1P2 blocker -13, PLK1 kinase inh -19, FAK inh 1, EphB4 antag -3, S1P2 ag -12, PLAP activator 1 and Plk1 PBD FP -18.
Screening CCNc1cc2oc(=O)c(CN3CCOCC3)c(C)c2cc1C returned Rev-RRE block 79*, S1P2 blocker 7, PLK1 kinase inh -8, FAK inh 3, EphB4 antag 0, S1P2 ag 10, PLAP activator 2*, Plk1 PBD FP -1 and MT1-MMP txn act 1.1.
Screening COc1ccccc1C(=O)Nc1ccc(N2CCN(Cc3ccccc3)CC2)cc1 returned Rev-RRE block -2, S1P2 blocker -14, PLK1 kinase inh -5, FAK inh 0, EphB4 antag -5, S1P2 ag -5, PLAP activator 1.2, Plk1 PBD FP -1 and MT1-MMP txn act 1.
For Cc1onc(-c2c(Cl)cccc2Cl)c1C(=O)c1c[nH]c(C(=O)NC2CC2)c1 the results were Rev-RRE block 4, S1P2 blocker 9, PLK1 kinase inh -8, FAK inh 6, EphB4 antag 6, S1P2 ag -7, PLAP activator 1.6 and Plk1 PBD FP -1.
For Cc1cccc(OCC(=O)Nc2nc3ccc([N+](=O)[O-])cc3s2)c1C the results were Rev-RRE block -3, S1P2 blocker 9, PLK1 kinase inh 1, FAK inh -1, EphB4 antag 6, S1P2 ag -4, PLAP activator 1.1 and Plk1 PBD FP 10.
For Cc1ccc(-c2ccc(/C=N/N=C3/NC(=O)C(CC(=O)O)S3)o2)c([N+](=O)[O-])c1 (stereo unspecified) the results were Rev-RRE block 3, S1P2 blocker -1, PLK1 kinase inh 10, FAK inh 1, EphB4 antag -1, S1P2 ag -2, PLAP activator 1.3, Plk1 PBD FP -20 and MT1-MMP txn act 1.
For COc1cc(C(=O)NC(=S)Nc2ccc3oc(=O)ccc3c2)cc(OC)c1OC the results were Rev-RRE block -6, S1P2 blocker 7, PLK1 kinase inh -16, FAK inh 1, EphB4 antag -10, S1P2 ag -2, PLAP activator 1 and Plk1 PBD FP 43.
Screening COc1ccc(C(=O)n2ccc(C)n2)cc1Br returned Rev-RRE block 6, S1P2 blocker -18, PLK1 kinase inh -14, FAK inh 0, EphB4 antag 3, S1P2 ag -4, PLAP activator 0.9, Plk1 PBD FP 19 and MT1-MMP txn act 1.2.
`COc1cccc(-c2cc(C(=O)N3C(C)CCCC3C)no2)c1` (stereo unspecified) gave Rev-RRE block 8, S1P2 blocker -15, PLK1 kinase inh -5, FAK inh 0, EphB4 antag -1, S1P2 ag -10, PLAP activator 1.7 and Plk1 PBD FP -14.
`O=C(CSc1nc2ccccc2c(=O)n1-c1ccccc1)NCc1ccco1` gave Rev-RRE block 6, S1P2 blocker 5, PLK1 kinase inh -7, FAK inh 3, EphB4 antag 5, S1P2 ag -5, PLAP activator 0.7, Plk1 PBD FP -4 and MT1-MMP txn act 1.1.
CCN(CC(O)Cn1c2ccccc2c2ccccc21)S(=O)(=O)c1ccc(F)cc1 (stereo unspecified) was read as Rev-RRE block 14, S1P2 blocker 9, PLK1 kinase inh -8, FAK inh -3, EphB4 antag 6, S1P2 ag -7, PLAP activator 1.5, Plk1 PBD FP -8 and MT1-MMP txn act 1.2.
For O=C(NCc1cccs1)c1cc2c(s1)CCCC2 the results were Rev-RRE block 35, S1P2 blocker 6, PLK1 kinase inh -3, FAK inh 7, EphB4 antag 3, S1P2 ag -2, PLAP activator 0.7, Plk1 PBD FP -34 and MT1-MMP txn act 1.5.
`CCOCc1cn(CC(=O)c2ccc([N+](=O)[O-])cc2)c(C)nc1=N` gave Rev-RRE block 5, S1P2 blocker 7, PLK1 kinase inh -8, FAK inh -1, EphB4 antag 1, S1P2 ag -9, PLAP activator 0.7 and Plk1 PBD FP -18.
`Nc1nc(-c2cccnc2)nn1S(=O)(=O)c1ccccc1` gave Rev-RRE block 6, S1P2 blocker 4, PLK1 kinase inh -5, FAK inh 1, EphB4 antag -3, S1P2 ag -6, Plk1 PBD FP 12 and MT1-MMP txn act 1.2.
For C=CCNc1nc(NCCN2CCOCC2)nc(N2CCOCC2)n1 the results were Rev-RRE block 3, S1P2 blocker 6, PLK1 kinase inh -12, FAK inh 0, EphB4 antag 0, S1P2 ag -9, PLAP activator 1, Plk1 PBD FP 11 and MT1-MMP txn act 1.1.
For O=C(CNC(=O)c1ccccc1F)NC1CC1 the results were Rev-RRE block -1, S1P2 blocker -8, PLK1 kinase inh -6, FAK inh -1, EphB4 antag -1, S1P2 ag 0, Plk1 PBD FP 13 and MT1-MMP txn act 1.3.
For COC(=O)CSc1nc2cc(C)cc(C)c2cc1C#N the results were Rev-RRE block 17, S1P2 blocker 15, PLK1 kinase inh -9, FAK inh -5, EphB4 antag 1, S1P2 ag -8, PLAP activator 1.1, Plk1 PBD FP -8 and MT1-MMP txn act 1.3.
For Cc1nn2c(N3CCCC3)cc(C(C)C)nc2c1-c1ccccc1 the results were Rev-RRE block 1, S1P2 blocker 1, PLK1 kinase inh -9, FAK inh 5, EphB4 antag 5, S1P2 ag -1, PLAP activator 1, Plk1 PBD FP -8 and MT1-MMP txn act 1.1.
COc1cccc(NC(=O)CC2C(=O)NC3CCCCC3N2C(=O)c2ccc(F)cc2)c1 (stereo unspecified) was read as Rev-RRE block 0, S1P2 blocker -13, PLK1 kinase inh -13, FAK inh -1, EphB4 antag -3, S1P2 ag -1, PLAP activator 1.6, Plk1 PBD FP -15 and MT1-MMP txn act 1.
`O=C(CCc1nc(-c2cccs2)no1)NCc1ccc(F)cc1Cl` gave Rev-RRE block 1, S1P2 blocker 6, PLK1 kinase inh 4, FAK inh -6, EphB4 antag 5, S1P2 ag -2, PLAP activator 0.8 and Plk1 PBD FP 3.
For CCCN(Cc1cc2cccc(C)c2[nH]c1=O)C(=O)c1cccc(OC)c1 the results were Rev-RRE block 3, S1P2 blocker 0, PLK1 kinase inh -9, FAK inh 0, EphB4 antag -3, S1P2 ag -3, Plk1 PBD FP 25 and MT1-MMP txn act 1.2.
For CCOc1ccc2nnc(-c3ccc(Br)cc3)n2n1 the results were Rev-RRE block -1, S1P2 blocker -13, PLK1 kinase inh 2, FAK inh -7, EphB4 antag -11, S1P2 ag 7, Plk1 PBD FP 5 and MT1-MMP txn act 1.
CCOc1ccc(C2CC(c3ccccc3C)n3nc(N)nc3N2)cc1 (stereo unspecified) was read as Rev-RRE block 2, S1P2 blocker 17, PLK1 kinase inh -17, FAK inh -4, EphB4 antag 2, S1P2 ag -1, PLAP activator 1.2, Plk1 PBD FP -17 and MT1-MMP txn act 1.

In the list so far, 5 have an NH in an aromatic ring:
`CCOC(=O)C1CCN(c2ncnc3c2[nH]c2cccc(OC)c23)CC1` gave Rev-RRE block 2, S1P2 blocker -1, PLK1 kinase inh -12, FAK inh 4, EphB4 antag 0, S1P2 ag 2, PLAP activator 1.1, Plk1 PBD FP 5 and MT1-MMP txn act 1.1.
Screening Cc1ccccc1Cn1c2ccccc2c2cn[nH]c(=O)c21 returned Rev-RRE block 13, S1P2 blocker 8, PLK1 kinase inh 32, FAK inh 20*, EphB4 antag 8, S1P2 ag -6, PLAP activator 1, Plk1 PBD FP 10 and MT1-MMP txn act 1.
For COC(=O)Cc1[nH]nc2c1C1(CCSCC1)C(C#N)=C(N)O2 the results were Rev-RRE block 10, S1P2 blocker -3, PLK1 kinase inh 13, FAK inh 1, EphB4 antag -5, S1P2 ag -6, PLAP activator 1, Plk1 PBD FP 15 and MT1-MMP txn act 1.1.
For Cc1onc(-c2c(Cl)cccc2Cl)c1C(=O)c1c[nH]c(C(=O)NC2CC2)c1 the results were Rev-RRE block 4, S1P2 blocker 9, PLK1 kinase inh -8, FAK inh 6, EphB4 antag 6, S1P2 ag -7, PLAP activator 1.6 and Plk1 PBD FP -1.
For CCCN(Cc1cc2cccc(C)c2[nH]c1=O)C(=O)c1cccc(OC)c1 the results were Rev-RRE block 3, S1P2 blocker 0, PLK1 kinase inh -9, FAK inh 0, EphB4 antag -3, S1P2 ag -3, Plk1 PBD FP 25 and MT1-MMP txn act 1.2.
